Screening results deposited in PubChem BioAssay by National Center for Advancing Translational Sciences (NCATS).
HT1080-NT tox: kills 2HG-producing HT-1080-NT fibrosarcoma cells. HT-1080-NT fibrosarcoma viability, CellTiter-Glo ATP luminescence, 48 h. Potency, µM (highest dose often 46.1 µM), for the others: at the top dose activity, negative = less viability, hits mostly cytotoxic. hit rate 1.6% among 360,000;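 also: NT is the 2HG producing partner of a matched IDH1 knockdown line; potency is read from the fitted curve at half-maximal effect; 0% = DMSO-treated cells and -100% = media-only wells without cells; nearly all actives have a fitted effect of over 55% in size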
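Compounds were tested in concentration-response format on HT-1080-NT cells for 48 hours at 37 degrees C. Cell viability came from CellTiter-Glo luminescence; curves were classified by r2, response magnitude and activity.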
D3 ag: D3 dopamine receptor (human) agonism | P35462 | D3R DiscoveRx beta-arrestin cells, luminescence, 90 min | max activation, % | hit rate 0.58% among 410,000; in the data active = max activation above about 30%; also: 0% is about no effect; mostly tested at two doses, the higher about 12 µM
Target sequence (P35462 whole entry, looked up): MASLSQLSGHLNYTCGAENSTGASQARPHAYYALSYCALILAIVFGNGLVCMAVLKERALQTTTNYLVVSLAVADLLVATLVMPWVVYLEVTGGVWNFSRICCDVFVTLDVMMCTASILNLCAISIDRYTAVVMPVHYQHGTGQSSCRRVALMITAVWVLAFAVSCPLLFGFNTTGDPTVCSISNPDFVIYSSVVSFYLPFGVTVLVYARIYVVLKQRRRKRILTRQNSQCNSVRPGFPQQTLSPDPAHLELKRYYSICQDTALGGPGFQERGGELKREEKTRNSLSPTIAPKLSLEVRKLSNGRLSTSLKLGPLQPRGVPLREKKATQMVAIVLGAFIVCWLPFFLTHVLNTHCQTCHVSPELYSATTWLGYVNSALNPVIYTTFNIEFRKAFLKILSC
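Cells at 1500/well, incubated overnight, then treated with pinned compounds (dopamine as control) for 90 min at 37 degrees C. DiscoveRx reagent added for 30 - 60 minutes at room temperature; luminescence read.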
GLP1R ag: GLP-1 receptor (human) agonism; Potency, µM (titrated, usually from 45.6 µM), for inactives: top-dose activation, hits mostly activators; HEK293 GLP-1R CRE-luciferase, luminescence, 4-6 h; cells express a hypersensitive GLP-1R form; hit rate 0.007% among 380,000; P43220; also: potency is read from the fitted curve at half-maximal effect; % of control where 0% means no effect
Target sequence (P43220 whole entry, looked up): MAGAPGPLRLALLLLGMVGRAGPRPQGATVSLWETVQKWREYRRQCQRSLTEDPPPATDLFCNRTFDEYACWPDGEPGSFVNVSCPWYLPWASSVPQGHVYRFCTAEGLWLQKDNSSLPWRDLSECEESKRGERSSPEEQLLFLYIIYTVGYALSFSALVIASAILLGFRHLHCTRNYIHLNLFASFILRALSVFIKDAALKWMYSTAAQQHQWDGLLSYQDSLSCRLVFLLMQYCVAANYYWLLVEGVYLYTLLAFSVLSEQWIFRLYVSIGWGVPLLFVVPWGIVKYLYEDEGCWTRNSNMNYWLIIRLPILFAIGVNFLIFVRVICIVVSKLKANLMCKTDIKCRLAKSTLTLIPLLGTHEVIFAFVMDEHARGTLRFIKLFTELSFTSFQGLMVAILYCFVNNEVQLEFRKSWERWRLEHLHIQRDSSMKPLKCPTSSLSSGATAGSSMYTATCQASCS
IL1B secr inh: blocks inflammasome-driven IL-1 beta release. activity change, % at 57.5 µM. hit rate 4.7% among 360,000. AID 743279. THP-1 LPS/ATP IL-1B secretion, AlphaLISA, 16 h; hits give low values; in the data active = activity change below about -50%; inconclusive = mostly about -30% to -49%; also: % is scaled to controls: 0 for no effect and ±100 for the full control effect
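Secreted IL-1B measured by AlphaLISA bead assay after 16 h compound exposure of THP-1 cells; compounds (final up to 57.5 uM) added 1 h before LPS (250 ng/mL) and ATP (1.25 mM) stimulation; lower signal means less secretion.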
KB-V1 cytotox: kills drug-selected multidrug resistant KB-V1 cells | KB-V1 MDR cells viability, CellTiter-Glo, 72 h | Potency, µM (titrated, usually from 46.1 µM), without a hit: top-dose activity change, negative = cytotoxicity, usual class: cytotoxic | hit rate 3.4% among 400,000; also: potency is read from the fitted curve at half-maximal effect; % is scaled to controls: 0 for no effect and ±100 for the full control effect; nearly all actives have a fitted effect of over 60% in size
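KB-V1, DMEM (no phenol red) + 10% FBS; cpd pin-transferred, titration series; 72 h, 37 degrees C; CellTiter-Glo, luminescence. Data normalized, curve-fit.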
SW480 rereplic: DNA re-replication induction in SW480 cells; SW480 DNA re-replication, Hoechst DNA content imaging, 48 h; hit rate 1.8% among 340,000; Potency, µM (doses to about 46.1 µM), for inactives: top-dose re-replication activation, most hits filed as activators; also: potency is read from the fitted curve at half-maximal effect; % of control where 0% means no effect; nearly all actives have a fitted effect of over 55% in size
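DNA re-replication was detected as more nuclei of elevated Hoechst intensity after 48 hr exposure to compound (23 nL pinned per well of 250 cells).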
HT1080 IDH1KD tx: toxicity to HT-1080 IDH1 knockdown cells (counter line). hit rate 2% among 360,000. Potency, µM (doses to about 46.1 µM), for the others: at the highest dose activity, negative = toxicity, usual class: cytotoxic. HT-1080 IDH1 knockdown viability, ATP luminescence, 48 h;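 also: potency is read from the fitted curve at half-maximal effect; 0% = DMSO wells and -100% = cell-free medium wells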
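IDH1KD HT-1080 cells, 750/well, RPMI + 5% FBS; compound pinned after 2 h settling; 48 h, 37 °C; CellTiter-Glo luminescence; % activity normalised to DMSO and no-cell wells; curves fitted, classed by r2 and efficacy.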
KB-3-1 tox: KB-3-1 parental cell cytotoxicity; KB-3-1 viability, CellTiter-Glo ATP luminescence, 72 h; Potency, µM (highest dose often 46.1 µM), without a hit: at the highest dose activity change, negative = cytotoxic, usual class: cytotoxic; hit rate 1.4% among 400,000; also: potency is read from the fitted curve at half-maximal effect; % is scaled to controls: 0 for no effect and ±100 for the full control effect; nearly all actives have a fitted effect of over 60% in size
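KB-3-1 parental drug-naive adenocarcinoma cells in DMEM/10% FBS, incubated 72 h at 37 C with pin-transferred compounds across a concentration series. Viability by CellTiter-Glo luminescence; concentration-response curves fitted after normalization.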
D3 antag: D3 dopamine receptor (human) antagonism; P35462; D3R cells, DiscoveRx beta-arrestin luminescence, antagonist mode; hits give low values; max response, negative = inhibition, %; hit rate 2.5% among 360,000; AID 652054; in the data active = max response below about -50%; inconclusive = no clear call, values can overlap the other calls; also: % is scaled to controls: 0 for no effect and ±100 for the full control effect; mostly tested at two doses, the higher about 12 µM
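Cells plated overnight at 1500 cells/well, then exposed to library compounds with dopamine controls for 90 minutes at 37 degrees C. DiscoveRx reagent added for 30–60 minutes at room temperature; luminescence read, quantitative HTS format.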
* = called active by the depositor; ? = inconclusive; . = not tested or not shown; [ ] = dose if it differs, or a comment. Unless noted, calls follow the shape of the dose curve; as a rule, active = well fitted curve in the direction sought with a large enough effect; inconclusive = small, poorly fitted or top-dose-only effect, or another doubt; inactive = no such curve, though single readings can be large; an effect the other way counts as inactive or inconclusive.

mol	HT1080-NT tox	D3 ag	GLP1R ag	IL1B secr inh	KB-V1 cytotox	SW480 rereplic	HT1080 IDH1KD tx	KB-3-1 tox	D3 antag
COc1ccc(OC(F)(F)F)cc1CC1(C)C(=O)Nc2ccc(S(=O)(=O)NC3CCCCC3)cc21 (stereo not drawn)	?	4.1	-3.2%	-21.5	-7.9%	.	?	?	18.3
Nc1ccccc1C(=O)NCCN1CCNC1=O	3.3%	-0.7	-1.2%	23.0	11.3%	-5.1%	0.6%	5.1%	3.6
COc1cc(Cl)ccc1OCc1cc(C(=O)N[C@H]2CCCCNC2=O)no1	-3.3%	1.5	-3.1%	-7.2	-3.6%	-5.9%	-0.2%	11.9%	10.4
C=CC[C@H](CC(=O)N[C@H](CO)Cc1ccccc1)C(=O)N[C@H](COC(=O)[C@@H](CC=C)CC(=O)OC(C)(C)C)Cc1c[nH]c2ccccc12	-8.2%	-11.0	0.9%	-28.5	12.3%	-7.2%	-9.7%	0.0%	19.5
CCN(Cc1ccccc1)S(=O)(=O)c1cc2[nH]c(=O)c(=O)[nH]c2cc1C	1.7%	-8.2	-2.1%	36.6	0.0%	1.6%	-7.7%	-0.9%	6.1
Nc1ccc(S(=O)(=O)c2ccc(N)c(N)c2)cc1	-22.7%	-2.0	8.6%	-15.5	?	-7.7%	6.5%	?	8.2
CC(C)CN1C(=O)C(=O)N(CC(=O)N(C)CC(=O)Nc2ccc(Cl)c(C(F)(F)F)c2)C1=O	-2.0%	-1.4	-0.7%	37.0	?	?	-4.8%	5.2%	-8.8
Cc1nc(SCc2cccc(F)c2)[nH]c(=O)c1C#N	3.3%	-2.0	-1.6%	23.0	4.4%	-6.3%	5.7%	0.0%	15.9
C=CCN1C(=O)N/C(=C/c2ccc(C)o2)C1=O	7.6%	1.8	-4.0%	-4.6	7.9%	?	8.2%	-1.6%	-5.1
Cc1cc(NCCCCO)n2c(nc3ccccc32)c1C#N	-20.7%	-0.6	19.8%	-23.9	?	?	?	0.4%	22.7
COc1cccc(/C=N/Nc2cc(Cl)nc(C)n2)c1O	-5.8%	-3.3	4.4%	13.5	?	0.291µM*	-2.0%	-3.9%	-11.3
COc1ccc(NC2C=CS(=O)(=O)C2)c(OC)c1 (stereo not drawn)	-6.7%	-4.2	-0.5%	-61.0*	12.9%	-8.4%	-11.4%	0.3%	-14.1
C/C(=N\NC(=O)c1ccc(Cl)c(Cl)c1)c1ccccn1	?	-11.9	6.6%	-103.4*	0.0%	?	1.84µM*	?	?
C=CCOc1ccc(C(=O)Nc2ncn[nH]2)cc1	-2.7%	1.5	-0.3%	-9.5	1.1%	-3.2%	-4.3%	12.8%	-12.8
Nc1c(N(Cc2ccco2)C(=O)c2cccc(Cl)c2)c(=O)[nH]c(=O)n1Cc1ccccc1	1.4%	0.2	-3.5%	11.4	3.5%	-6.0%	1.1%	-27.9%	-2.1
Cc1ccc(NC(=O)COC(=O)CN2C(=O)NC3(CCCC3)C2=O)cc1S(=O)(=O)N(C)C	1.3%	0.4	-4.6%	0.0	12.3%	-750.2%[1.84 µM]	3.6%	-7.5%	5.4
COc1ccc(S(=O)(=O)N2CCCCCC2)cc1C(=O)N(C)Cc1ccc(F)cc1	-5.8%	-6.6	0.3%	-25.8	-1.9%	-57.0%[inhibitor]	-7.5%	-0.8%	-5.9
CCCc1cc(=O)[nH]c(SCC(=O)CSc2nc(CCC)cc(=O)[nH]2)n1	6.0%	3.0	-6.5%	32.1	11.3%	-1.6%[9.22 µM]	-0.2%	-1.6%	18.0
Cc1ccc(-c2cc(NC(=O)c3ccccc3[N+](=O)[O-])n[nH]2)cc1	-10.6%	-5.7	-0.7%	-5.1	-24.6%	-2.6%	-10.3%	0.4%	?
COC(=O)c1scc(C)c1NC(=O)c1ccc(Cl)cc1	1.3%	-12.8	4.8%	5.7	-2.4%	-0.8%	-0.2%	-2.0%	-15.5
CC(C)C(OC(=O)CN1C(=O)c2ccccc2C1=O)C(=O)NC1CCCC1 (stereo not drawn)	1.5%	17.6	-0.7%	21.0	16.3%	-7.2%	12.7%	7.7%	9.2
COc1ccc(Cl)cc1C(=O)CSc1nc(N)cc(N)n1	0.1%	0.9	2.1%	0.0	14.7%	-9.3%	3.7%	-15.2%	-24.6
COCCNC(=O)CN(C(=O)Cn1nnc2ccccc21)c1ccc(C)c(F)c1	-2.3%	1.4	3.1%	29.7	?	-0.2%	-1.0%	-5.9%	-18.3
CC(C)CNC(=O)C1(C)CCCN1C(=O)c1c(Cl)cccc1Cl (stereo not drawn)	18.2%	7.9	-0.1%	9.3	2.0%	.	7.5%	0.0%	18.0
CSC(=NC#N)N1CCN(c2ccc([N+](=O)[O-])cc2)CC1	-11.0%	-4.0	13.2%	16.3	0.0%	-7.1%	-1.0%	-9.9%	0.0

Additional records.
SMILES	HT1080-NT tox	D3 ag	GLP1R ag	IL1B secr inh	KB-V1 cytotox	SW480 rereplic	HT1080 IDH1KD tx	KB-3-1 tox	D3 antag
Cc1cccc(CS(=O)(=O)c2nnc([C@H](Cc3ccccc3)NC(=O)OC(C)(C)C)o2)c1	5.01µM*	-30.0	-21.9%	?	?	?	2.82µM*	?	-76.5*
CN(C)S(=O)(=O)c1cccc(NC(=O)COC(=O)c2ccc(Br)o2)c1	13.4%	0.1	-5.5%	-4.6	?	-2.9%	8.4%	4.1%	18.6
CC(C)CNC(=O)c1ccc(-c2ccc(F)c(F)c2)c2ccoc12	-11.4%	0.7	2.2%	-66.4*	-5.8%	.	-7.8%	-1.1%	-6.1
CCC[n+]1cn(/C(C(=S)Nc2cccc(Cl)c2C)=C(/[O-])c2ccc(OC)c(OC)c2)c2ccccc21	-11.0%	-0.7	7.4%	5.2	-9.4%	0.7%	-18.6%	14.6%	?
CCC1(C)CC(CCN(Cc2ccco2)C(C)=O)(c2ccccc2)CCO1 (stereo not drawn)	4.5%	-2.3	14.0%	-1.4	19.5%	-1.8%	-18.8%	4.2%	11.8
O=C(O)CSc1c(Cl)c(=O)oc2ccc(Cl)cc12	4.6%	7.6	-1.1%	9.6	20.0%	.	-1.7%	12.6%	18.2
O=C(CCC(=O)c1ccc(F)cc1)OCc1nnc(-c2ccc([N+](=O)[O-])cc2)o1	0.8%	2.6	14.5%	8.8	7.1%	-4.2%	3.2%	2.4%	0.0
CSCC(C)N1CCC(n2nccc2NC(=O)c2ccccc2C)CC1 (stereo not drawn)	-4.2%	-0.4	-1.9%	-9.1	-3.8%	2.2%	0.1%	3.0%	-3.7
N#CC/C(N)=N/Nc1nc2ccccc2nc1Cc1ccccc1	?	4.2	5.5%	-2.2	-8.6%	?	-25.8%	-1.8%	6.9
COC(=O)c1ccc(CNC(=O)/C=C/[C@H]2O[C@@H](n3cc(C)c(=O)[nH]c3=O)C[C@@H]2O)cc1	12.5%	6.0	2.0%	9.9	-25.4%	.	13.0%	0.0%	-3.3
CCOc1ccc2[nH]cc(C(=O)O)c(=O)c2c1	8.7%	0.2	-1.5%	9.5	1.6%	-0.1%	-11.3%[9.24 µM]	7.2%	0.7
COc1ccc(NC(=O)CCCn2c(=O)c3sccc3n(Cc3ccccc3C)c2=O)cc1	13.2%	-2.1	0.3%	2.5	9.2µM*	-4.1%	-4.3%	16.7%	1.2
CSC1(SC2=NCCN2)SC2(NCCN2)S1	-4.1%	4.4	-1.0%	?	?	?	?	?	-2.0
OC(COc1ccc(Br)cc1)CN1CCCC1 (stereo not drawn)	18.5%	-16.4	-6.7%	-27.2	5.3%	20.0%	10.1%	4.8%	-11.5
COC(=O)C(=CC(=CN(C)C)C=C(C(=O)OC)C(=O)OC)C(=O)OC	3.8%	-12.9	-0.6%	-19.9	3.1%	-17.9%	12.5%	7.4%	-9.5
O=C(NC1CCCCC1)C(c1ccncc1)N(Cc1ccc2c(c1)OCO2)C(=O)c1cnsn1 (stereo not drawn)	-3.3%	-2.1	-29.9%	8.6	?	?	-0.4%[9.24 µM]	3.1%	-17.2
COc1ccc(NC(=O)C2CCCN(S(=O)(=O)c3cccc4nonc34)C2)c(OC)c1 (stereo not drawn)	7.7%	1.3	-2.0%	9.3	-26.8%	?	3.6%	18.5%	-7.4
Cc1cccc(NC(=O)C2CCN(S(=O)(=O)c3ccc4c(c3)OCCCO4)CC2)n1	-25.3%	-12.9	6.2%	-11.9	?	?	?	?	9.5
N#CC1=C(N)N2C(=C(C#N)C1c1ccc(Br)cc1)Nc1ccccc12 (stereo not drawn)	?	10.2	-3.0%	?	3.4%	16.4µM*	?	-27.7%	27.5

Only SW480 rereplic and IL1B secr inh, for 3 of the compounds above:
SMILES | SW480 rereplic | IL1B secr inh
Cc1cccc(NC(=O)C2CCN(S(=O)(=O)c3ccc4c(c3)OCCCO4)CC2)n1 | ? | -11.9
CCC[n+]1cn(/C(C(=S)Nc2cccc(Cl)c2C)=C(/[O-])c2ccc(OC)c(OC)c2)c2ccccc21 | 0.7% | 5.2
CN(C)S(=O)(=O)c1cccc(NC(=O)COC(=O)c2ccc(Br)o2)c1 | -2.9% | -4.6

Hits appear at their usual frequency, and some 12% of all compounds hit somewhere here.
